tim10-1 inh = inhibits growth of tim10-1 mutant yeast. S. cerevisiae tim10-1 ts strain growth, BacTiter-Glo, 24 h. inhibition, % at 20 µM. hit rate 2.2% among 330,000. AID 463190;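 active = inhibition of at least 40%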;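 also: mutant grown at 25 °C; 0% = DMSO wells with yeast and 100% = wells holding no yeast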
Mdm2-MdmX inh = disrupts the human Mdm2-MdmX interaction; O15151+Q00987; SaOS-2 split-luciferase Mdm2/MdmX complementation, luminescence; inhibition, % at 8 µM; hit rate 3% among 330,000;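 active = inhibition of at least 50% at 8 µM in the primary screen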
CHOP UPR activ = apoptotic UPR (CHOP) activation; CHO-CHOP luciferase reporter, luminescence; percent of tunicamycin response over DMSO baseline; activation, % at 10 µM; hit rate 0.34% among 330,000;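 active = at 10 µM dose, activation of 40% or more, normalized to positive control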;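 also: 100% = tunicamycin at 10 µg/mL and 0% = DMSO alone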
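System: CHO CHOP reporter cells. Amount: 500 cells per well. Buffer or medium: F12 medium, 10% FBS. Compound dosing: one dose, 10 µM in 0.5% DMSO. Incubation: 6 h compound exposure at 37 °C after overnight seeding. Technique: Steady-Glo luciferase luminescence. Benchmarks: tunicamycin and DMSO controls.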
UPR XBP1 act = adaptive UPR (XBP1) activation. activation, % at 20 µM. hit rate 0.33% among 330,000. CHO-XBP1 luciferase reporter, IRE1-XBP1 UPR activation, luminescence; percent of tunicamycin response, DMSO as zero;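 active = versus positive control, 20 µM dose yields 30% or more activation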;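 also: 100% = tunicamycin at 10 µg/mL and 0% = DMSO only wells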
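Material: IRE1-XBP1 luciferase reporter CHO line / Quantity: one thousand reporter cells per well / Buffer or medium: F12 with 10% serum / Compound: 20 µM single concentration, DMSO 1% / Times: 6 h treatment, 37 °C / Detection: Steady-Glo luciferase glow luminescence, 10 min after reagent addition / Benchmarks: tunicamycin high, DMSO low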
APJ ag = activates the human apelin receptor APJ; activation, % at 20 µM; CHO-K1 APJ PathHunter beta-arrestin, luminescence; 0% DMSO wells, 100% apelin; hit rate 0.11% among 330,000;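 active = activation more than six SD over the plate average, tested at 20 µM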;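 also: 0% = DMSO alone and 100% = apelin-13 at 10 nM; some results filed as inactive read as strong as hits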
Target sequence (P35414 whole entry, looked up): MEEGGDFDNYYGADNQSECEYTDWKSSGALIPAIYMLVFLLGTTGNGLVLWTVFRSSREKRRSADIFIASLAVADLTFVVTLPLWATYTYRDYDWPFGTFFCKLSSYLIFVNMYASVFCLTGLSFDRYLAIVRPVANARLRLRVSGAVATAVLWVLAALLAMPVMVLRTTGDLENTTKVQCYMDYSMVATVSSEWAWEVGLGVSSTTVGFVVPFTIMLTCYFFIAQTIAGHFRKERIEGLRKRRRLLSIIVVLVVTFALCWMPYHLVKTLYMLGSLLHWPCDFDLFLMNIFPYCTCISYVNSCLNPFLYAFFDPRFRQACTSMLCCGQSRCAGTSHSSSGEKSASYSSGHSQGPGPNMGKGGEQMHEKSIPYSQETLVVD
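Material: engineered CHO-K1 APJ arrestin reporter cells; amount: 1000 CHO-K1 reporter cells seeded per well; incubation: compound stimulation 90 min at 25 °C, detection 60 min; signal: luminescent beta-gal fragment complementation, chemiluminescent substrate; read-out basis: APJ agonist activity; controls: DMSO-only wells as negative, 10 nM Apelin-13 as positive control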
GRIN3A LBD mod = modulates the human NR3A ligand-binding domain; AID 1259313; hit rate 2.5% among 340,000; NR3A LBD differential scanning fluorimetry, Tm shift; 0% = protein alone, 100% = glycine-bound protein; Tm shift relative to glycine control, % at 25 µM;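 active = melting temperature shift of at least 10% of the positive control shift, at one fixed dose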
NALP3 yeast inh = blocks the NALP3 inflammasome reconstituted in yeast | Yeast reconstituted NLRP3/ASC/caspase-1, beta-gal luminescence, 24 h | AID 2825 | inhibition, % at 10 µM | hit rate 0.39% among 330,000;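 active = inhibition of 50% or more; inactive = inhibition below 50%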;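 also: plate controls were induced DMSO wells for no effect and uninduced yeast grown without galactose for full effect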
tim23-1 inh = tim23-1 yeast growth inhibition | S. cerevisiae tim23-1 growth, BacTiter-Glo luminescence, 24 h | inhibition, % at 20 µM | hit rate 1.3% among 330,000 | AID 463212;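 active = growth inhibition of the mutant yeast at or above 50%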;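 also: temperature-sensitive mutant grown at 25 °C; plate controls were DMSO-treated mutant yeast for no effect and medium wells lacking yeast for full effect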
TIM10 inh = growth inhibitors of TIM10 yeast strain; AID 463195; S. cerevisiae TIM10 strain growth, BacTiter-Glo luminescence, 24 h; inhibition, % at 10 µM; hit rate 1.4% among 330,000;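 active = inhibition of 40% or more at the single tested concentration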;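 also: wild-type TIM10 isogenic control strain grown at permissive 25 °C; 0% = DMSO yeast wells and 100% = minimal medium wells without yeast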
* hit, by the source's call; x = not tested or not shown.

no.	smiles	UPR XBP1 act	GRIN3A LBD mod	Mdm2-MdmX inh	tim23-1 inh	NALP3 yeast inh
1	O=C(CN(Cc1cccs1)S(=O)(=O)c1ccc(S(=O)(=O)N2CCCCC2)cc1)Nc1ccccc1	-2	-7	11	6	11
2	CCOC(=O)[C@@H]1[C@H]2COc3ccc(Br)cc3[C@H]2N2C(=O)N(c3ccc(F)cc3)C(=O)[C@@]12C	0	0	11	10	-4
3	COC(=O)c1ccc(COC(=O)c2ccc(CS(=O)(=O)c3ccc(C)cc3)cc2)cc1	3	-1	18	28	11
4	CN(C)/C=C1/OC(=O)C(C#N)=C1c1ccc(Cl)cc1	0	0	13	5	13
5	Cn1cc(Cl)c(C(=O)NC2CCCCCC2)n1	-1	-1	-12	18	31
6	Cc1ccc2c(C)c(C(=O)N(C)Cc3nccn3C)oc2c1C	-1	-1	-3	-2	6
7	NC(=O)c1sc(-c2ccsc2)cc1NS(=O)(=O)c1ccc(C(F)(F)F)cc1	2	9	13	5	-4
8	Cc1cc(C)c(OCC(=O)Nc2cccc(O)c2)cc1C	2	-7	-11	7	24
9	O=C(COc1ccccc1)NCC(c1cccs1)N1CCOCC1 (stereo not drawn)	-2	2	-12	8	11
10	O=C(NNc1ccnc2cc(Cl)ccc12)C1CCCCC1	0	2	26	5	3

no.	APJ ag	tim10-1 inh	TIM10 inh	CHOP UPR activ
1	-3	10	5	0.6
2	2	-4	8	-0.9
3	2	16	-1	1.1
4	0	9	-1	0.2
5	2	13	6	0.8
6	-6	20	-4	2.2
7	-3	-2	4	0.2
8	-3	10	4	2.7
9	-1	-7	0	1.4
10	-1	-4	-5	3.3

(further entries)
no.	smiles	UPR XBP1 act	GRIN3A LBD mod	Mdm2-MdmX inh	tim23-1 inh	NALP3 yeast inh
11	Cc1cccc(C(=O)NCc2nnc(SCC(=O)NC3CCCC3)n2C)c1	-8	-4	-18	0	-1
12	CCOc1ccc(OCCn2c(SCC(=O)O)nc3ccccc32)cc1	-3	0	8	-4	14
13	CCc1ccc2nc3sc(C(=O)O)cc3cc2c1	0	-1	-63	16	-2
14	Cc1cc(C)cc(OCC(=O)Nc2cccc(S(=O)(=O)NC3=NCCC3)c2)c1	1	-1	2	6	-1
15	O=C1NC(Cc2ccc(O)cc2)c2nc3cc(F)ccc3c(=O)n2-c2cc(Cl)ccc21 (stereo not drawn)	1	x	-20	7	19
16	COc1ccc(OC)c(NC(=O)COc2coc(CN3CCCc4ccccc43)cc2=O)c1	-2	2	34	7	3
17	COc1cccc(NC(=O)C2CC(=O)n3cnnc3S2)c1 (stereo not drawn)	0	-2	-30	61*	13
18	Cc1cc(=O)n2[nH]c(-c3cccc(Cl)c3)cc2n1	-6	-1	-39	-14	20
19	COc1cc(C(=O)Nc2ccncc2)cc(OC)c1OC	0	0	8	-1	13
20	O=C(CSc1nnc(COc2ccc(Cl)cc2)o1)Nc1ccc(N2CCOCC2)cc1	1	1	-7	-26	9

no.	APJ ag	tim10-1 inh	TIM10 inh	CHOP UPR activ
11	0	-20	-14	1.4
12	-1	-6	-1	0.9
13	-2	24	9	2.6
14	-2	16	11	-3.0
15	-3	-7	2	1.2
16	-2	10	4	3.0
17	4	43*	41*	-0.4
18	-1	-6	1	1.9
19	3	2	-1	-0.8
20	-5	-18	-13	0.1

(next part)
no.	smiles	UPR XBP1 act	GRIN3A LBD mod	Mdm2-MdmX inh	tim23-1 inh	NALP3 yeast inh
21	Cc1ccc(/C=C2/SC(=S)N(CCCC(=O)Nc3cc([N+](=O)[O-])ccc3O)C2=O)cc1	-5	1	37	4	13
22	COc1cccc(-c2nc(NCc3ccccc3)c3ccccc3n2)c1O	2	7	56*	4	15
23	O=C(NCC1CCCO1)Nc1ccccc1 (stereo not drawn)	-1	2	20	1	3
24	Fc1ccc(C2c3[nH]c4ccccc4c3CCN2CCCn2cccn2)cc1 (stereo not drawn)	0	0	7	10	10
25	O=C(NCc1ccccc1)NC1(C(=O)N2CCN3CCCC3C2)CCCCC1 (stereo not drawn)	2	-2	-8	9	7
26	CC(C)OP(=O)(c1ccc(N(C)C)cc1)C(O)c1c(Cl)cccc1Cl (stereo not drawn)	1	0	0	12	-3
27	Cc1cc(C(=O)NC2CC(C)(C)Cc3c2cnn3-c2ccccc2)n(C)n1 (stereo not drawn)	3	2	21	26	6
28	CC(=O)Nc1ccc(S(=O)(=O)N2CCC3(CC2)CC(=O)c2ccccc2O3)cc1	-1	-1	12	-4	13
29	Cn1c(N)nc2ccccc2c1=O	-3	1	17	0	16
30	Cc1cccc(NC(=O)CSc2nc(NS(=O)(=O)c3ccccc3)cc(=O)[nH]2)c1	-3	0	-11	3	13

no.	APJ ag	tim10-1 inh	TIM10 inh	CHOP UPR activ
21	-2	-12	-7	-3.0
22	-2	22	-12	2.4
23	0	4	-4	-0.1
24	-6	9	9	-0.9
25	-2	8	-7	-1.7
26	-4	31	4	0.4
27	1	21	4	0.2
28	-3	7	3	-0.1
29	-3	-3	1	1.2
30	-3	-4	3	0.8

More compounds follow:
no.	smiles	UPR XBP1 act	GRIN3A LBD mod	Mdm2-MdmX inh	tim23-1 inh	NALP3 yeast inh
31	CC(C)(C)c1ccc(C(=O)N2CCN(S(=O)(=O)c3ccc(Br)s3)CC2)cc1	-1	1	27	25	10
32	N#Cc1cc(-c2ccc(Cl)cc2)cn(Cc2c(Cl)cccc2Cl)c1=O	1	-1	9	7	-4
33	O=S1(=O)CC(NCc2ccccc2)C(Nc2ccccc2)C1 (stereo not drawn)	0	0	28	9	11
34	Cn1nc2c3ccccc3n(Cc3ccccc3)c2nc1=S	10	0	13	17	18
35	CN1C(=O)N(C)C2C1N(C)S(=O)(=O)N2C (stereo not drawn)	1	1	4	1	1
36	COc1ccc(CC(=O)NCc2n[nH]c(=S)n2C)cc1	-2	0	3	14	9
37	Cc1ccc(Nc2cc(-n3cccn3)ncn2)c(C)c1	5	-2	-59	35	13
38	COc1cccc(OC(C)c2ccnc3nc(/N=C/N(C)C)nn23)c1 (stereo not drawn)	1	0	-1	-2	12
39	C(=N\N1CCN(c2ccccc2)CC1)/c1ccccc1	1	-1	-19	18	17
40	COc1ccccc1NC(=O)CCC(=O)O	-3	-3	12	12	0

no.	APJ ag	tim10-1 inh	TIM10 inh	CHOP UPR activ
31	0	23	25	0.0
32	-3	5	-1	-1.0
33	1	9	13	2.2
34	1	17	4	3.3
35	-4	-18	-4	-1.2
36	-1	1	-3	-1.8
37	2	29	33	5.3
38	5	2	4	-1.0
39	-3	5	-1	6.5
40	-2	0	-9	-1.0

Next section
no.	smiles	UPR XBP1 act	GRIN3A LBD mod	Mdm2-MdmX inh	tim23-1 inh	NALP3 yeast inh
41	Cc1cccc(C)c1NC(=O)C1CCCN1S(=O)(=O)c1ccccc1 (stereo not drawn)	-2	-3	19	12	22
42	O=C(CNCc1ccccn1)Nc1cc(S(=O)(=O)N2CCCCC2)ccc1Cl	-3	0	16	25	5
43	C=CCNC(=O)/C(C#N)=C/c1ccc(C)o1	0	-1	-5	-4	24
44	CCCC(=O)Nc1ccc(NC(=O)c2cccs2)cn1	-1	1	18	19	-3
45	O=C(O)CN1C(=O)/C(=C\C(Br)=C\c2ccccc2)SC1=S	0	13*	14	21	9
46	Cc1ccc(N(c2ncnc(N)c2[N+](=O)[O-])C2CCCCC2)cc1	2	-1	24	22	-5
47	O=C(CC1CCCCC1)NCCOc1ccccc1	0	-4	17	16	16
48	Nc1cc(CN2C(=O)c3ccccc3C2=O)cc(Cl)c1O	-3	-2	26	12	31
49	CCCCc1nnc(NC(=O)c2ccccc2OCc2c(C)noc2C)s1	1	0	8	6	30
50	CC(C)COC(=O)Nc1nnc(Cc2ccccc2)s1	3	-3	-51	6	37
51	Cc1ccc(S(=O)(=O)NCCC(=O)NC2CCCCC2C)cc1 (stereo not drawn)	3	0	-22	14	-11

no.	APJ ag	tim10-1 inh	TIM10 inh	CHOP UPR activ
41	1	9	8	0.1
42	-2	10	-1	-0.7
43	-5	-14	-6	0.1
44	3	-15	40*	3.1
45	-2	43*	29	1.6
46	-5	19	10	-0.1
47	0	12	10	2.2
48	8	12	1	0.1
49	-2	10	4	-0.2
50	-2	-3	-4	3.9
51	-1	-1	-4	0.0

Ordered by count of non-hydrogen atoms (low to high): some entries from above
no.	smiles	UPR XBP1 act	GRIN3A LBD mod	Mdm2-MdmX inh	tim23-1 inh	NALP3 yeast inh
43	C=CCNC(=O)/C(C#N)=C/c1ccc(C)o1	0	-1	-5	-4	24
47	O=C(CC1CCCCC1)NCCOc1ccccc1	0	-4	17	16	16
50	CC(C)COC(=O)Nc1nnc(Cc2ccccc2)s1	3	-3	-51	6	37

no.	APJ ag	tim10-1 inh	TIM10 inh	CHOP UPR activ
43	-5	-14	-6	0.1
47	0	12	10	2.2
50	-2	-3	-4	3.9

Gathered by group, the entries above containing a COOH group (4)
no.	smiles	UPR XBP1 act	GRIN3A LBD mod	Mdm2-MdmX inh	tim23-1 inh	NALP3 yeast inh
12	CCOc1ccc(OCCn2c(SCC(=O)O)nc3ccccc32)cc1	-3	0	8	-4	14
13	CCc1ccc2nc3sc(C(=O)O)cc3cc2c1	0	-1	-63	16	-2
40	COc1ccccc1NC(=O)CCC(=O)O	-3	-3	12	12	0
45	O=C(O)CN1C(=O)/C(=C\C(Br)=C\c2ccccc2)SC1=S	0	13*	14	21	9

no.	APJ ag	tim10-1 inh	TIM10 inh	CHOP UPR activ
12	-1	-6	-1	0.9
13	-2	24	9	2.6
40	-2	0	-9	-1.0
45	-2	43*	29	1.6

Bioassay records from PubChem.
